a7 integrin act: integrin-mediated muscular dystrophy alleviation activation; alpha7betagal myoblasts, beta-gal FDG fluorescence, 48 h; Potency, µM (top dose mostly 38.3 µM), for inactives: at the highest dose activation, usual class: activators; 350,000 tested, 0.064% active;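 further: potency means the concentration at half of the fitted maximal effect; 100% = response of the positive control SU9516; nearly all actives have a fitted effect of over 60% in size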
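Alpha7betagal+/- myoblasts (passage 13) were plated 16-24 hr, then exposed to compounds (1:260 dilution of DMSO stock) for 48 hours at 37C. After MPER lysis, β-galactosidase reporter activity was read as FDG fluorescence (ex 480/em 540) after 30 minutes.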
S-ASM inh: blocks human secretory acid sphingomyelinase; P17405; placental ASM, HMU-PC fluorogenic substrate, 60 min; Potency, µM (highest dose often 57.5 µM), inactives show at the highest dose activity change, negative = inhibition, actives largely listed as inhibitors; 340,000 tested, 0.006% active; further: potency means the concentration at half of the fitted maximal effect
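Human placenta-derived ASM enzyme was preincubated with compound for 10 minutes at room temperature, then given fluorogenic substrate HMU-PC0 (9 uM final) for 60 minutes at 37 °C; a pH 10 stop preceded fluorescence reading at Ex 386/Em 447 nm.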
TSG101-PTAP inh: blocks PTAP/TSG101 interaction to inhibit HIV-1 budding; Fluorescence polarization, FITC-PTAP peptide / Tsg101 binding; Potency, µM (series often up to 115 µM), for inactives: at the highest dose activity change, negative = inhibition, hits mostly inhibitors; 340,000 tested, under 10 active; active means well fitted inhibition curve with a large enough effect in the main read-out, with a control signal flat, not every such curve was filed as active; inconclusive means small, poorly fitted or top-dose-only effect, or effect the other way, or a change in a side signal; inactive means no such curve, though single readings can be large or run the other way; further: potency means the concentration at half of the fitted maximal effect; % of control where 0% means no effect
Target sequence (Q99816 whole entry, looked up): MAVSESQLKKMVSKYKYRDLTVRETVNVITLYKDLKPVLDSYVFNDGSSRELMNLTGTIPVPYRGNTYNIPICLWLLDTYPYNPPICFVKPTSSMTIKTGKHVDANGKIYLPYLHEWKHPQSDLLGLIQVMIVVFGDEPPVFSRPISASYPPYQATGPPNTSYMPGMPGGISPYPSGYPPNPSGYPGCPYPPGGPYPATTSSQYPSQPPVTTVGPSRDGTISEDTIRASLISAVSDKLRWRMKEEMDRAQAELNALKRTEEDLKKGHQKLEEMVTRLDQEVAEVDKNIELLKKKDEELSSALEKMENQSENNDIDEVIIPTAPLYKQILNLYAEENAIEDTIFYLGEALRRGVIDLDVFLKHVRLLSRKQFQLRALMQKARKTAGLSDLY
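Compounds were pin-transferred onto Tsg101 binding domain (10 uM final) in HEPES pH 7.5 buffer, then FITC-PTAP peptide was added at 50 nM final. After 20 min at RT, polarization reported peptide displacement across a qHTS concentration series.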
TRPV1 agonist: human TRPV1 agonism | AID 540275 | activation, % at 8.33 µM | 320,000 tested, 0.19% active | Q8NER1 | TRPV1-expressing cells, Fluo-8 calcium influx, agonist mode; in the data active means activation above about 80%; inconclusive means between about 30% and that limit; further: 0% is about no effect
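Fluo-8 calcium influx in TRPV1-expressing cells, kinetic read (ex 480/em 520 nm). Compound added and read 3 min for agonist activity, followed by capsaicin at EC20 final and 2 min further read for enhancement.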
USP2a inh: blocks human ubiquitin-specific protease USP2a; 330,000 tested, 0.01% active; USP2 core, Ub-CHOP2 coupled fluorogenic reporter, 485/531; AID 463254; O75604; Potency, µM (titrated, usually from 38.3 µM), for the others: top-dose activity change, negative = inhibition, hits mostly inhibitors;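 further: potency means the concentration at half of the fitted maximal effect; plate controls were DMSO wells for no effect and full inhibition by NEM control for full effect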
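Cell-free coupled assay: 10nM USP2 core preincubated 30min RT with compound in Tris-HCl pH 8.0/CaCl2/CHAPS buffer, then 25nM Ub-CHOP2 and 25nM reporter substrate; fluorescence (Ex 485/Em 531) read after 60min RT, normalized to NEM inhibition, concentration-response curves fitted.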
p53 reactivator: mutant p53 re-activation in reporter cells. H1299 p53-A138V BP100-luciferase reporter, luminescence, 24 h. 320,000 tested, 0.063% active. Potency, µM (doses to about 92.2 µM), for inactives: at the highest dose activity change, positive = activation, actives largely listed as activators; further: potency means the concentration at half of the fitted maximal effect; % of control where 0% means no effect; nearly all actives have a fitted effect of over 45% in size
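H1299 (p53-null), stable ts p53-A138V + BP100-Luc; 1000 cells/well, Opti-MEM/10% FBS; cpd 4 pt, 1:5; 24 h, 37 deg C, 5% CO2; detection reagent 10 min RT; luminescence.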
Eya2 phos inh: Eya2 (human) phosphatase inhibition | AID 488837 | Potency, µM (titrated, usually from 76.9 µM), for inactives: top-dose activity, negative = inhibition, usual class: inhibitors | recombinant Eya2, OMFP fluorescence dephosphorylation (OMFP is methylfluorescein phosphate) | O00167 | 330,000 tested, 0.006% active; further: potency means the concentration at half of the fitted maximal effect; on the % scale 0 is the no-effect control and ±100 the full control effect
Target sequence (O00167 whole entry, looked up): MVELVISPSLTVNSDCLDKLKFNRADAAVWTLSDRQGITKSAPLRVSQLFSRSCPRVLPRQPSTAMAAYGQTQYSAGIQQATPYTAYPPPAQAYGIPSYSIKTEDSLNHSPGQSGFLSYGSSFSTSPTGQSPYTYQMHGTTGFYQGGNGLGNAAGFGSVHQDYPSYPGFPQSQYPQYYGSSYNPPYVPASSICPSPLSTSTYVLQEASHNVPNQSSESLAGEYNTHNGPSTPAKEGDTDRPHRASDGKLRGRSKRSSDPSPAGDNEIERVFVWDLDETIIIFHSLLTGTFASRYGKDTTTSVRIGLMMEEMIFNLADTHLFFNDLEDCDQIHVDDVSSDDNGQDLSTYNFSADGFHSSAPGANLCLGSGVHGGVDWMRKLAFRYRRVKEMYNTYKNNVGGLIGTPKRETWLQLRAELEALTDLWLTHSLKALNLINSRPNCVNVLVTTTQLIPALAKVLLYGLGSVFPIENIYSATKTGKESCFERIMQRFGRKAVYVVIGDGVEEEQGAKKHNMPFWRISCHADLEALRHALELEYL
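Eya2 (0.2 uM) preincubated 10 min at ambient with compound, then OMFP substrate added at 50 uM; 10 min reaction in 50 mM HEPES pH 7.5, 50 mM NaCl, 5 uM MgCl2, 0.05% BSA, 1 mM DTT. Fluorescence read at Ex 485/Em 525 nm.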
B2AR arrestin: beta2AR (human) beta-arrestin recruitment activity. 330,000 tested, 0.02% active. beta-arrestin recruitment to beta2AR, cell-based reporter. P07550. Potency, µM (doses to about 46.1 µM), inactives show at the top dose activation, most hits filed as activators;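 further: potency means the concentration at half of the fitted maximal effect; 0% = DMSO controls and full agonism = EC100 isoproterenol or metaproterenol; nearly all actives have a fitted effect of over 65% in size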
ELG1 genotoxic: genotoxicity induction in ELG1-luciferase HEK293T cells; Potency, µM (series often up to 46 µM), for the others: at the highest dose activity change, positive = activation, actives largely listed as activators; AID 504466; HEK293T ELG1-luciferase reporter, luminescence, 16 h; 330,000 tested, 1.3% active; further: potency means the concentration at half of the fitted maximal effect; % of control where 0% means no effect; nearly all actives have a fitted effect of over 60% in size
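Reporter readout depends on ELG1 protein level, which increases with genetic stress. After 16 hr compound exposure at 37 °C, luciferase activity was quantified using ONE-Glo.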
BRCA1 expr act: BRCA1 expression activation; 380,000 tested, 1.1% active; Potency, µM (titrated, usually from 46.1 µM), without a hit: at the highest dose activation, hits mostly activators; MCF7-BRCA1-FFLuc reporter, luminescence, 48 h; response scale: scaled: vehicle 0%, 10 µM genistein 100%; further: potency means the concentration at half of the fitted maximal effect; nearly all actives have a fitted effect of over 80% in size; some results filed as inactive show a strong effect at the top dose
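Luminescence from a BRCA1-driven firefly luciferase in MCF7 cells was the read-out, taken 15 min after substrate addition following 48 h compound exposure at 37 °C. Data were normalized to a 10 microM genistein control and DMSO vehicle.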
uPA generation: inhibitors of cell surface uPA generation. cell surface uPA generation assay, qHTS. Potency, µM (top dose mostly 38.3 µM), for the others: top-dose activity change, negative = inhibition, actives largely listed as inhibitors. 330,000 tested, 0.31% active. AID 540303; active means well fitted inhibition curve with a large enough effect; inconclusive means small, poorly fitted or top-dose-only effect; inactive means no such curve, though single readings can be large or run the other way; tested in mouse RAW 264.7 cells; further: potency means the concentration at half of the fitted maximal effect; on the % scale 0 is the no-effect control and ±100 the full control effect; nearly all actives have a fitted effect of over 55% in size
The depositor's hits bear a star; ? = inconclusive; . = no result given; & = joins results of further samples; [ ] = another dose, or the depositor's remark. Unless noted, the call rests on the fitted dose curve; in most records, active means well fitted curve in the direction sought with a large enough effect; inconclusive means small, poorly fitted or top-dose-only effect, or another doubt; inactive means no such curve, though single readings can be large; an effect the other way counts as inactive or inconclusive.

compound,TSG101-PTAP inh,S-ASM inh,Eya2 phos inh,USP2a inh,BRCA1 expr act,p53 reactivator,a7 integrin act,TRPV1 agonist,ELG1 genotoxic,B2AR arrestin,uPA generation
CCN(C(=O)COC(=O)COc1ccc(Cl)c(C)c1)C1CCS(=O)(=O)C1 (centres undefined),-3%,-1%,5%,2%,-2%,0%,44%,0,0%,-0.1%,1%
COc1ccccc1NC(=O)Nc1c(C)nn(C)c1C,1%,1%,13%,10%,-2%,0%,0%,0,0%,0.0%,0%
Cc1cc(C)cc(OCC(=O)OCC(=O)Nc2cc(C)nn2-c2ccccc2)c1,-1%,-4%,-4%,1%,-11%,3%,-4%,2,-2%,0.1%,3%
COc1cc(NS(=O)(=O)c2ccc(NC(=S)NC(=O)c3sc4ccccc4c3Cl)cc2)ncn1,0%,-2%,-1%,6%,30%,4%,-6%,-1,-5%,0.5%,-1%
Cc1ccc(NC2C(=O)NC(=O)NC2=O)cc1,-2%,-1%,.,.,51%,.,27%,.,.,.,0%
N#Cc1c(NCCN)nc(NCc2ccccc2)c2c1CCN(Cc1ccccc1)C2,-4%,66%[activator],-8%,-11%,-1%,-3%,-21%,-2,-24%,-0.7%,12%
Cc1cc(NC(=O)CSc2nnc(-c3ccccc3F)n2N)no1,-3%,2%,3%,-2%,-7%,5%,-10%,.,3%,-0.2%,-4%
Nc1cc(=O)[nH]c(SCc2nc3ccccc3n2Cc2ccccc2)n1,-4%,0%,19%,-1%,0%,-13%,-20%,-2,-1%,-0.3%,8%
COc1ccc(N(Cc2ccccc2)N=O)cc1,1%,4%,4%,4%,4%,.,22%,-3,6%,-1.2%,4%
Fc1cccc(/C=C2\CCCC3=C2NC(=S)NC3c2cccc(F)c2)c1 (centres undefined),0%,-7%,10%,2%,-19%,-3%,-40%,3,-10%,-0.9%,-10%
c1cncc(CNc2ncnc3ccc(-c4ccc5c(c4)OCCO5)cc23)c1,2%,5%,-5%&3%,-2%&1%,-29%,10%,.,.,1%,-0.5%&0.2%,8%
O=C(O)CNS(=O)(=O)Cc1ccccc1,-1%,1%,-1%,1%,1%,-2%,0%,.,0%,-0.7%,2%
COc1ccc(OC)c(NC(=O)COC(=O)c2c(C)noc2C)c1,-3%,1%,-4%,2%,0%,-5%,39%,3,0%,0.3%,-23%
CC1(C)N=C(c2ccccc2)C(c2ccccc2)=N1,-4%,4%,.,.,-14%,.,-21%,.,.,.,-9%
CC(C)c1nnc(NC(=O)CCCCCN2C(=O)C3C4C=CC(C4)C3C2=O)s1 (centres undefined),-7%,2%,1%,-2%,-14%,-1%,-2%,-1,-1%,0.0%,-8%
CCOc1ccc(S(=O)(=O)Nc2ccc(C(=O)NCc3ccncc3)cc2)cc1,-3%,1%,17%,-2%,-1%,-8%,17%,-1,-2%,-0.1%,-3%
O=C(Nc1ccc(C(=O)O)cc1)/C(=C\c1ccco1)NC(=O)c1ccc(Br)o1,-1%,5%,-5%,4%,-12%,18%,0%,-1,0%,-0.2%,.
Nc1nc(Nc2cccc(F)c2)nc2ccccc12,-3%,2%,-17%,-1%,?,?,1%,-2,?,-0.4%,-4%
O=C(NN1CCOCC1)c1cccc(Cl)c1,-2%,-1%,20%,-3%,-4%,-10%,-47%[inhibitor],-4,2%,-0.1%,-15%
FCCCOc1ccc(CN2CCN(c3ccccc3F)CC2)cc1,-1%,-5%,-1%,0%,-26%,-2%,?,3,-6%,-0.1%,.
COc1ccc2[nH]c3c(=O)n4c(nc3c2c1)SCC4,-4%,46%[activator],-1%,1%,-16%,5%,-5%,-3,-3%,-0.2%,0%
COc1ccc(S(=O)(=O)NCCCCNS(=O)(=O)c2ccc(OC)cc2)cc1,-4%,-1%,2%,-2%,5%,-10%,10%,-3,0%,0.0%,0%
FC(F)(F)c1cccc(NC(=S)NCC(c2cccnc2)N2CCOCC2)c1 (centres undefined),0%,2%,0%,0%,-14%,5%,-12%,0,-2%,-1.4%,-4%
Cc1ccc(-c2csc(C3C(N)=NC(S)=C(C#N)C34CCCCC4)n2)cc1 (centres undefined),-1%,-4%,0%,-1%,5%,37%,9%,-3,-7%,0.0%,5%
O=[N+]([O-])c1cccc(-c2cc(-c3cc(Br)ccc3O)[nH]n2)c1,-2%,-4%,-1%,-3%,-76%,24%,-69%[inhibitor],2,-10%,0.5%,2%
COc1ccc(CCNC(=O)c2cc(=O)[nH]c3ccc(Br)cc23)cc1OC,-8%,0%,-5%,0%,-7%,-18%,-14%,7,8%,0.3%,4%
CCOC(=O)C(=O)Nc1ccc(F)cc1,-4%,8%,-2%,1%,-3%,6%,24%,14,-4%,-1.8%,2%
Cc1ccccc1NC(=O)C1CCCN(c2ncnc3onc(-c4ccc(F)cc4)c23)C1 (centres undefined),-4%,-5%,13%,1%,-25%,5%,3%,10,-5%,-0.1%,13%
CCn1c(SCC(=O)Nc2cc(NC(C)=O)ccc2OC)nnc1-c1ccncc1,.,.,-14%,-2%,.,-4%,.,0,3%,0.0%,.
Cc1ccc(C(=O)N/N=C/c2ccc(-c3cccc(C(F)(F)F)c3)o2)cn1,0%,61%,-10%,0%,-70%,2%,-20%,15,1%,-0.3%,-8%
O=S(=O)(CCN1CCN(c2ccccn2)CC1)c1ccc(Cl)cc1Cl,-4%,1%,1%,-1%,-10%,-2%,-29%,1,-3%,-0.9%,-5%
O=C(NCc1cccnc1)C1CCC(c2ccc(Cl)cc2)CC1 (centres undefined),-2%,2%,-9%,-1%,-36%,-4%,-18%,115*,-7%,-0.1%,0%
O=C(O)CSCC(=O)NCc1ccccc1Cl,0%,-1%,17%,3%,-4%,1%,15%,2,-5%,-0.2%,2%
COc1ccc(N2C(=O)c3ccccc3NC23CCCCC3)cc1,-5%,62%[activator],-9%,-1%,?,?,0%,-3,?,-0.4%,?
CSc1ccccc1NC(=O)CN(C)Cc1cc(=O)n2ccsc2n1,0%,4%,19%,2%,2%,-2%,0%,4,11%,-0.3%,0%
CCOC(=O)c1sc(N2C(=O)C(O)=C(C(=O)c3ccco3)C2c2cccc([N+](=O)[O-])c2)nc1C (centres undefined),-9%,4%,6%,1%,6%,-10%,16%,1,?,-0.6%,-5%
S=c1[nH]nc(-c2ccc(Cl)cc2)n1/N=C/c1ccco1,0%,-2%,7%,-1%,-28%,0%,-18%,1,0%,0.2%,7%
N#Cc1nc(-c2cccc(Cl)c2)oc1NCc1cccnc1,-8%,7%,-5%,1%,-37%,3%,-1%[7.66 µM],15,?,-0.3%,-7%
O=S(=O)(c1ccc(Oc2ccc(F)c(Cl)c2)nc1)N1CCOCC1,-9%,0%,11%,0%,-12%,-2%,-18%,13,2%,-0.2%,-2%
O=C(C#Cc1ccccc1)c1cccc([N+](=O)[O-])c1,1%,-3%,-10%,-1%,-89%,-14%,-57%[inhibitor],16,10%,0.2%,-14%
COc1ccc(C2(NC(C)=O)CCN(C(=O)c3cccs3)CC2)cc1,0%,0%,-14%,0%,-9%,-8%,3%,-1,6%,-0.4%,-1%
COC(=O)C1=C(C(=O)OC)[C@@H]2N(Cc3ccccc3)c3ccccc3[C@@]23C[C@@H](C(=O)OC)N(C(C)=O)C3=N1,.,-2%,4%,-10%,8%,-2%,-11%,19,0%,-0.6%,-2%
CCCNC(=O)Cn1c(=O)oc2ccccc21,-3%,-1%,-3%,-9%,7%,3%,-4%,-2,-2%,-0.2%,-5%
